Screening data deposited in PubChem by National Center for Advancing Translational Sciences (NCATS).
Abeta rescue: qHTS for compounds that reverse cellular toxicity of Amyloid beta (A-beta) peptide in yeast: Primary Screen | yeast expressing A-beta42, growth rescue, OD600, 48 h; response scale: 0% DMSO, 100% iron-clioquinol control | Potency, µM (doses to about 46.1 µM), without a hit: top-dose growth rescue, most hits filed as activators | 410,000 tested, 0.063% active | AID 1347071, 2019; note: potency is the fitted concentration of half-maximal effect; nearly all actives have a fitted effect of over 55% in size
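Yeast growth medium received pinned compounds, then yeast cells expressing toxic A-beta were added; plates incubated at 30 C for 48 hr. Growth read as absorbance at 600 nm, normalized to DMSO and equimolar FeCl3 plus clioquinol controls.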
CCT modulator: High-Throughput Screening for Modulators of Cytosolic Chaperonin Activity; activity change, % (no concentration beside the values), hits read low; AID 651819, 2012; 360,000 tested, 0.3% active; purified chaperonin ATPase assay, HTRF ADP detection, 30 min; in the data active = activity change below about -30%; note: % is set by controls: 0 for no effect and ±100 for the full control effect
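TRiC (40 or 20 nM final, by batch activity) in 30 mM Tris pH 7.4, 100 mM KCl, 5 mM MgCl2, 1 mM DTT was treated with compound at 76 uM single dose, then 10 uM ATP, 30 min at 37 °C. ADP was read by HTRF Transcreener.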
Nrf2 ARE act: qHTS of Nrf2 Activators | AREc32 ARE-luciferase reporter (MCF7-derived line), luminescence, 24 h | AID 624171, 2012 | 410,000 tested, 0.31% active | Potency, µM (top dose mostly 46.1 µM), for the others: top-dose activation, usual class: activators; note: potency is the fitted concentration of half-maximal effect; % of control where 0% means no effect; nearly all actives have a fitted effect of over 65% in size
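Reporter line AREc32 (ARE-Fluc), seeded overnight in OPTI-MEM with 5% FBS; compound pin-transferred, 24 hr at 37 deg C, 5% CO2; luminescent read-out.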
HepG2 viability: qHTS for Inhibitors of TGF-b: Cytotox Counterscreen. HepG2 CAGA-GFP viability, ATP luminescence, 18 h. Potency, µM (top dose mostly 46.1 µM), without a hit: at the highest dose activity change, negative = cytotoxicity, usual class: cytotoxic. 410,000 tested, 0.76% active; note: potency is the fitted concentration of half-maximal effect; some results filed as inactive show a strong effect at the top dose
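CellTiter-Glo luminescence gave cytotoxicity after 18 hours at 37 degrees C. The cells were HepG2 CAGA-GFP in 1% FBS DMEM, stimulated with 500 pg/mL TGF-beta after compound addition. %Activity was normalised to no-cell wells (complete cell-killing) and DMSO (no toxicity), and curves were fitted and classified.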
TGFb inhibitor: qHTS for Inhibitors of TGF-b. HepG2 CAGA-GFP TGF-b/SMAD3 reporter, GFP fluorescence, 18 h; TGF-beta stimulated, 500 pg/mL final. Potency, µM (doses to about 46.1 µM), for the others: top-dose activity, negative = inhibition, most hits filed as inhibitors. 410,000 tested, 1.2% active. AID 588855, 2011; note: potency is the fitted concentration of half-maximal effect; % is set by controls: 0 for no effect and ±100 for the full control effect; nearly all actives have a fitted effect of over 65% in size
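Per well, imaged GFP fluorescence of HEPG2 CAGA-GFP cells gives the signal; cells get compound, then TGF-beta (500 pg/mL final), 18 h at 37 degrees C; %Activity versus -TGF-beta and +DMSO controls.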
Akt phos inh: HTS Assay for Inhibitors of Akt Phophorylation: Primary Screen | Neuro2A IGF-stimulated pAkt S473 HTRF, 20 min; active compounds read low | activity change, % for hits at 50 µM | 360,000 tested, 0.32% active; in the data active = activity change below about -80%; inconclusive = mostly about -51% to -80%; note: % is set by controls: 0 for no effect and ±100 for the full control effect
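Single-point screen (50 µM final compound) in Neuro2A cells stimulated 20 min with 6 nM IGF at 37 deg C. After lysis, Ser473-phosphorylated Akt read by HTRF (ex 330 nm, em 615/665 nm) as the 665/615 ratio.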
A549 viability: Nrf2 qHTS screen for inhibitors: counterscreen for cytotoxicity; Potency, µM (highest dose often 46 µM), without a hit: at the highest dose activity change, negative = cytotoxicity, usual class: inhibitors; 390,000 tested, 0.16% active; A549 ARE-Fluc cells, CellTiter-Fluor viability, 18-24 h; note: potency is the fitted concentration of half-maximal effect; % is set by controls: 0 for no effect and ±100 for the full control effect
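A549 ARE-Fluc cells in 5% FBS OPTI-MEM, 5000 cells/well, rested 2 h then exposed to compounds in concentration-response for 18-24 h at 37 °C. Viability by CellTiter-Fluor fluorescence (Ex 405/Em 525) after 30 min; luciferase luminescence (BugLite, 15 min, RT) read afterwards.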
MmCpn inh: Inhibitors of TCP-1 ring complex (TRiC) of Methanococcus maripaludis (MmCpn): qHTS; Chaperonin Mm-Cpn (Methanococcus maripaludis); purified Mm-Cpn ATPase, ADP Transcreener TR-FRET; Potency, µM (series often up to 76.9 µM), without a hit: at the highest dose activity, negative = inhibition, usual class: inhibitors; 330,000 tested, 0.031% active; AID 504842, 2011; note: potency is the fitted concentration of half-maximal effect; % is set by controls: 0 for no effect and ±100 for the full control effect; nearly all actives have a fitted effect of over 80% in size
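25 nM Mm-CPN + cpd, 10 min 37°C; + 10 uM ATP, 30 min 37°C; buffer 30 mM Tris pH 7.4, 100 mM KCl, 5 mM MgCl2, 1 mM DTT; Transcreener ADP HTRF detection 30 min RT.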
Nrf2 block: Nrf2 qHTS screen for inhibitors; 360,000 tested, 2.1% active; A549 ARE-Fluc reporter, luciferase luminescence, 18-24 h; Potency, µM (top dose mostly 46 µM), inactives show at the top dose activity change, negative = inhibition, usual class: inhibitors; note: potency is the fitted concentration of half-maximal effect; % is set by controls: 0 for no effect and ±100 for the full control effect; nearly all actives have a fitted effect of over 60% in size
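A549 ARE_Fluc cells (5000/well, 5% FBS OPTI-MEM) pre-incubated 2 h, then treated with compounds 18-24 h at 37C/5% CO2 in concentration-response. CellTiter-Fluor viability read first; BugLite luciferase luminescence after 15 min at room temperature gives Nrf2 activity.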
* hit, by the source's call; i = inactive; ? = inconclusive; / = not tested or not shown; & = joins results of further samples; [ ] = another dose, or the depositor's remark. Unless noted, calls come from the whole dose curve; as a rule, active = well fitted curve in the direction sought with a large enough effect; inconclusive = small, poorly fitted or top-dose-only effect, or another doubt; inactive = no such curve, though single readings can be large; an effect the other way counts as inactive or inconclusive.

SMILES	Abeta rescue	CCT modulator	Nrf2 ARE act	HepG2 viability	TGFb inhibitor	Akt phos inh	A549 viability	MmCpn inh	Nrf2 block
CCOc1ccc(NC(=O)c2cccc3c2C(=O)N(CCOC)C3)cc1	-1%	0.1	-0.8%	-20%	-1%	i	5%	-1%	?
CCOCCCNCc1ccc(Cl)cc1	7%	1.8	-0.2%	1%	4%	i	-4%	1%	-3%
O=C(O)c1cnn2c(-c3ccc(F)cc3)ccnc12	7%	-1.3	0.2%	-1%	1%	i	1%	0%	-9%
O=C(/C=C/c1ccco1)N(Cc1cccc(Cl)c1)C1CCS(=O)(=O)C1 (centres undefined)	-14%	-1.1	3.5%	6%	-15%	i	3%	0%	-9%
CCn1c(Cc2ccccc2)nnc1SCC(=O)NC(C)(C)C	10%	-1.0	-0.9%	1%	4%	i	-1%	-2%	/
CCCc1ccc(-c2ccc(-c3noc(-c4ccncc4)n3)cc2)nc1	-5%	1.0	-0.8%	8%	-1%	i	-2%	-20%	-10%
O=C(NCc1ccc2c(c1)OCO2)c1cnc2n(c1=O)CCS2	-16%	-2.6	-0.4%	-11%	-9%	i	-1%	0%	-21%
Cc1ccc(NC(=O)N2CCC(C(=O)Nc3ccc(C)cc3C)CC2)cc1	11%	2.7	-0.6%	-8%	-8%	i	-5%	1%	2%
CN(C)CCCN(C(=O)c1ccc(S(=O)(=O)N2CCOCC2)cc1)c1nc2ccc(F)cc2s1	-2%	1.9	3.1%	-6%	7%	i	-1%	-1%	?
COC(=O)Cn1ncc(N2CC(C)OC(C)C2)c(Cl)c1=O (centres undefined)	4%	-1.2	-0.3%	2%	0%	i	-5%	-1%	2%
CC(C)CN(C(=O)COC(=O)CNC(=O)c1ccc(Cl)cc1)C1CCS(=O)(=O)C1 (centres undefined)	-7%	-1.8	-0.6%	6%	-2%	i	0%	-16%	2%
Cc1ccc(NC(=O)Cn2cnc3onc(-c4ccc(F)cc4)c3c2=O)c(Cl)c1	-9%	/	-0.2%	-43%	-10%	/	-2%	/	?

Three compounds already listed, ordered by the value under TGFb inhibitor, rising.
molecule	TGFb inhibitor
CC(C)CN(C(=O)COC(=O)CNC(=O)c1ccc(Cl)cc1)C1CCS(=O)(=O)C1 (centres undefined)	-2%
CCn1c(Cc2ccccc2)nnc1SCC(=O)NC(C)(C)C	4%
CN(C)CCCN(C(=O)c1ccc(S(=O)(=O)N2CCOCC2)cc1)c1nc2ccc(F)cc2s1	7%

New compounds follow:
SMILES	Abeta rescue	CCT modulator	Nrf2 ARE act	HepG2 viability	TGFb inhibitor	Akt phos inh	A549 viability	MmCpn inh	Nrf2 block
CCCc1cc(=O)n2[nH]c(C)c(-c3ccc(OC)cc3)c2n1	5%	-0.1	0.5%	-30%	5%	i	-3%	0%	-7%
Cc1cccc(/C(N)=N/OC(=O)CCCN2C(=O)c3ccccc3C2=O)c1	-16%	2.3	-0.9%	-1%	0%	i	0%	1%	6%
NC(=O)COC(=O)c1cc(=O)[nH]c2ccccc12	-9%	-0.8	-0.4%	-5%	-6%	i	4%	1%	4%
CC(Sc1nc2ccccc2[nH]1)C(=O)NC1CCCCC1C (centres undefined)	-10%	-3.4	0.1%	-6%	?	i	4%	2%	?
CCOC(=O)C1CCN(c2cc(=O)n(-c3ccccc3Cl)c(=O)[nH]2)CC1	-24%	0.6	-0.2%	6%	-7%	i	-2%	2%	1%
CCc1ccccc1N1C(=O)N(CC(=O)c2ccc(OC)cc2)c2ccccc2S1(=O)=O	?	/	-0.3%	-2%	0%	/	-9%	/	/
Cc1cc(NC(=O)CSc2nc(-c3cccnc3)ccc2C#N)no1	-6%	-3.6	0.2%	-18%	0%	i	1%	-1%	?
Cc1cccc(C(C(=O)NC2CCCCC2)N(C(=O)c2csnn2)C2CC2)c1 (centres undefined)	-13%	-0.2	-0.4%	-1%	16%	i	-12%	4%	3%
CN1CCN(C2(CNC(=O)COc3ccc(C(C)(C)C)cc3)CCCCC2)CC1	-14%	/	13%	-73%	-29%	/	-11%	/	23%
CC(C)NC(=O)CCN1C(=O)c2ccccc2Sc2ncccc21	9%&-20%	-1.3	-0.3%&0.8%	-31%&-25%	-10%&-19%	i	-2%&1%	1%	?
CC(=O)c1cc(C(=O)N2CCc3c([nH]c4ccccc34)C2CC(C)C)[nH]n1 (centres undefined)	5%	-1.4	0.2%[9.22 µM]	0%	4%	i	-1%	-1%	11%
Cc1ccc(/C=C/C(=O)Nc2cc(=O)n(C)c(=O)n2C)o1	0%	1.4	11%	30%	51%[activator]	i	-3%	-2%	3%
Clc1ccc(-c2ccc(/C=N/Nc3cc(N4CCOCC4)nc(N4CCOCC4)n3)o2)cc1	-47%[inhibitor]	-3.4	6.6%	3%	-14%	/	-23%	0%	-25%
COc1cccc(NC(=O)/C(C#N)=C/c2c(C)n(Cc3ccccc3)c3ccccc23)c1	0%	/	-0.2%	-2%	20%	/	-19%	/	12µM*
COc1cc(C(=O)N/C(=C\c2cn(C)c3ccccc23)C(=O)NCCN2CCOCC2)cc(OC)c1OC	-8%	-30	0.2%	12%	-1%	i	5%	-2%	4%
O=[N+]([O-])/C(C=Nc1ccccc1O)=C\Nc1ccccc1O	12%	0.0	-1.3%	-59%	?	i	-9%	0%	-20%
O=C(Cc1cccs1)NCCc1cn2ccccc2n1	6%	0.5	-0.1%	-36%	-2%	i	-2%	-2%	1%
O=C(O)c1ccc(CSc2nnnn2C2CCCCC2)cc1	-25%	0.5	-0.2%	-6%	0%	i	2%	0%	-1%
Cc1cc(C)nc(SCC(=O)NC2=NC(=O)C(C)S2)n1 (centres undefined)	-4%	-0.6	0.1%	-10%	-17%	i	-3%	0%	-6%
COc1ccc(-c2nn(-c3ccccc3)cc2C(=O)N2CCN(S(=O)(=O)c3cccc(F)c3)CC2)cc1	-61%[inhibitor]	-0.1	0.4%	-1%	4%	i	-13%	-15%	-6%
C=CCOc1c(Cl)cc(CNn2cn[nH]c2=S)cc1OC	-6%	2.1	1.1%	8%	1%	i	1%	1%	3%
Cc1nn(C(=O)c2ccco2)c(C)c1Sc1ccc([N+](=O)[O-])cc1	12%	-0.6	-0.2%	0%	5%	i	-5%	-2%	11%
CC(C(=O)N1CC2(C)CC1CC(C)(C)C2)N1C(=O)c2ccccc2C1=O (centres undefined)	19%	-2.3	-0.5%	-4%	11%	i	-12%	4%	-8%
COc1cc(NC(=O)c2ccc(Br)o2)c(C(=O)O)cc1OC	-11%	-1.2	2.7%	-17%	-18%	i	0%	0%	8%
O=C(NNC(=O)c1ccco1)c1ccco1	-8%	0.6	2.8%	-21%	-11%	i	/	/	/
COc1ccc(-c2ccc3c(c2)C2CC3CCN2CCC#N)cc1 (centres undefined)	4%	-1.4	5.0%	-16%	-1%	i	13%	/	1%
C=CCN1C(=O)c2ccc(C(=O)N(C)CC(=O)Nc3cccc(F)c3)cc2C1=O	8%	-2.8	0.3%	1%	5%	i	-4%	0%	15%
Cc1ccc(NC(=S)NNC(=O)c2ccco2)cc1	2%	-2.5	1.6%	-46%	?	i	7%	-6%	29%
Cc1cc(O)cc2c(=O)c3ccccc3sc12	-7%	-0.9	33%	-27%	-23%	i	9%	0%	25%
COc1cc(/C=C/C(=O)OCC(=O)NC(=O)NC2CCCCC2)ccc1OC(F)F	-1%	0.6	0.1%	-2%	-7%	i	6%	-4%	5%
COc1cccc(CC(=S)N2CCOCC2)c1	-5%	-1.0	-0.5%	17%	-1%	i	-4%	1%	-6%
Cc1cc[n+](-c2nc([O-])sc2/C=N/Nc2ccc([N+](=O)[O-])cc2)cc1	-9%	-2.2	0.3%	0%	1%	i	-9%	-1%	-3%
CCCCN(C)C(=O)c1ccc(Nc2nc(C(N)COCc3ccccc3)cs2)nc1 (centres undefined)	-12%	-1.7	4.8%	-21%	-16%	i	/	/	/
Cc1nc2ccc(C(=O)Nc3cccc([N+](=O)[O-])c3)cc2s1	-10%	1.3	12%	2%	0%	i	-10%	-4%	12%
O=C(CCCCCN1C(=O)[C@@H]2Cc3ccccc3CN2C1=O)NCCc1ccccc1	8%	-0.8	2.6%	-2%	-6%	i	-2%	4%	-1%
O=C(NCC1CCCO1)c1cc(Br)c(Br)s1 (centres undefined)	-2%	0.0	-0.5%	-1%	-2%	i	4%	-3%	-24%
O=C(Oc1cccc(C(=S)N2CCOCC2)c1)c1ccccc1	-13%	-1.6	-0.5%	-11%	-15%	i	-6%	1%	5%
CSc1ncccc1C(=O)Nc1cccc(S(=O)(=O)N2CCCCC2)c1	6%	0.5	-0.1%	-20%	0%	i	-11%	1%	?
COCCn1c(SCC(=O)Nc2ccccc2F)nc2c(c1=O)SCC2	10%	0.2	-0.7%	-1%	-12%	i	-2%	-11%	4.1µM*
Cc1oc2c(C)c3oc(=O)c(CCC(=O)O)c(C)c3cc2c1-c1ccccc1	-4%	-6.4	2.7%	-1%	9%	i	-1%	0%	?
